Assay outcomes deposited in PubChem by National Center for Advancing Translational Sciences (NCATS).
D2 ag = HTS Assay for Allosteric Agonists of the Human D2 Dopamine Receptor: Primary Screen for Agonists | HEK293 T-REx D2 cells, calcium flux agonist mode | activation, % at 2 µM | 340,000 tested, 0.53% active | AID 485358, 2010;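 active = activation over 3 SD above normal in the single-dose calcium agonist read, cut at about 30% in these data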; note: 0% is about no effect
Target sequence (P14416 whole entry, looked up): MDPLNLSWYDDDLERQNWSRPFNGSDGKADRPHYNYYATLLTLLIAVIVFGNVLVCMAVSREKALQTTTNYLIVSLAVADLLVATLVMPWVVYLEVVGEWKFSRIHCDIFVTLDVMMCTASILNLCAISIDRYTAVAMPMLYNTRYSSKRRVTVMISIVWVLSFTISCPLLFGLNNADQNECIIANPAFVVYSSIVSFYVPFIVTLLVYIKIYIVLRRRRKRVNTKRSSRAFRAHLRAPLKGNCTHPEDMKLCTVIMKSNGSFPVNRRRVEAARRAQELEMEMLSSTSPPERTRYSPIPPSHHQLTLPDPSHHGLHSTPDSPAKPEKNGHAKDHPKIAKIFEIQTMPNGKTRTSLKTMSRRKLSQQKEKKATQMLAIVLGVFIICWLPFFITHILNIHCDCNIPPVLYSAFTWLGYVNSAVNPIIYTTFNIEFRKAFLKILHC
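Tetracycline-induced HEK293 Trex cells with D2 receptor force-coupled to calcium signaling, plated overnight at 30 C and loaded with no-wash calcium dye. Calcium flux read kinetically for 180 s after compound addition; responses flag agonists.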
D2 potentiator = HTS Assay for Positive Allosteric Modulators of the Human D2 Dopamine Receptor: Primary Screen for Potentiators; D(2) dopamine receptor (Homo sapiens), P14416; HEK293 T-REx D2, calcium flux, EC20 dopamine potentiation; potentiation, % at 10 µM; 340,000 tested, 0.34% active;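 active = potentiation over 3 SD above the plate norm, cut at about 30% in these data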; note: 0% is about no effect
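Primary screen. Calcium kinetics in induced HEK293 T-REx D2 cells: compound pre-addition 180 s, EC20 dopamine, 180 s more.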
D1 antag = Antagonist of Human D 1 Dopamine Receptor: qHTS; D(1A) dopamine receptor (Homo sapiens), P21728; HEK293 TREx D1 cells, calcium flux, dopamine EC80; stronger effect = lower value; activity change, negative = inhibition, % at 10 µM; 360,000 tested, 3.2% active; in the data active = activity change below about -30%; note: % is set by controls: 0 for no effect and ±100 for the full control effect
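Compound effects on dopamine-evoked calcium signalling were measured in tetracycline-induced HEK293 Trex D1 cells. Dopamine at EC80 followed a 180 s compound pre-read, and fluorescence was tracked kinetically for 180 s more.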
D1 agonist = Allosteric Agonists of the Human D1 Dopamine Receptor: qHTS. 360,000 tested, 1% active. D(1A) dopamine receptor (Homo sapiens), P21728. activation, % at 2 µM. HEK293 T-REx D1 cells, calcium flux, agonist mode; in the data active = activation above about 30%; note: 0% is about no effect
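Agonism was scored from calcium flux recorded over 180 s (1 read/s) after pintool compound addition, following a 10-cycle baseline. Cells were inducible force-coupled HEK293 TREx D1, plated overnight at 30 C and loaded with no-wash calcium dye.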
D1 PAM = Potentiators of Human D1 Dopamine Receptor: qHTS; D(1A) dopamine receptor (Homo sapiens), P21728; HEK293 TREx D1 cells, calcium flux, dopamine EC20 potentiation; potentiation, % at 10 µM; 360,000 tested, 0.036% active; AID 504651, 2011; in the data active = potentiation above about 30%; note: 0% is about no effect
RXFP1 antagonist = qHTS Assay for Antagonists of the Relaxin Receptor RXFP1; Relaxin receptor 1 (Homo sapiens), Q9HBX9; activity change, negative = inhibition, % at 57.5 µM; HEK293-RXFP1, relaxin-stimulated cAMP HTRF, 30 min; stronger effect = lower value; 350,000 tested, 0.59% active; AID 1259400, 2018;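 active = activity change of -60% or lower, but not beyond a set lower limit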; note: % is set by controls: 0 for no effect and ±100 for the full control effect
RXFP1 ag = qHTS Assay for Agonists of the Relaxin Receptor RXFP1. Relaxin receptor 1 (Homo sapiens), Q9HBX9. HEK293T-RXFP1 cAMP TR-FRET, 30 min; response scale: percent of porcine relaxin response, buffer zero. Potency, µM (series often up to 57.5 µM), for the others: at the top dose activation, actives largely listed as activators. 370,000 tested, 0.3% active. AID 2676, 2010; active = well fitted activation curve with a large enough effect; note: potency is the fitted concentration of half-maximal effect; % is set by controls: 0 for no effect and ±100 for the full control effect; nearly all actives have a fitted effect of over 60% in size; many of its hits are not listed in these tables
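cAMP rise read by TR-FRET after 30 min, 37C compound exposure (up to 58 uM) in RXFP1-transfected HEK293 cells with Ro 20174 present. EC50 from Hill-equation fits, with 29 nM porcine relaxin as 100% and buffer as basal.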
D2 antagonist = HTS Assay for Allosteric Antagonists of the Human D2 Dopamine Receptor: Primary Screen for Antagonists. D(2) dopamine receptor (Homo sapiens), P14416. HEK293 TREx D2 cells, calcium flux, dopamine EC80. inhibition, % at 10 µM. 340,000 tested, 2% active; in the data active = inhibition above about 30%; note: 0% is about no effect
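Calcium flux kinetic readout in an inducible HEK293 TREx D2 line plated overnight at 30 C. After 180 s compound exposure, an EC80 dopamine challenge follows with another 180 s kinetic read to detect antagonism.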
TRHR PAM = qHTS for Small Molecule Agonists and Allosteric Enhancers of Human TRH Receptor: Primary Screen for Enhancers. TRHR cells, fluo-8 calcium fluorescence, EC20 TRH enhancement. enhancement, % at 2 µM. AID 493056, 2011. 360,000 tested, 0.66% active; in the data active = enhancement above about 30%; note: 0% is about no effect
Target sequence (P34981 whole entry, looked up): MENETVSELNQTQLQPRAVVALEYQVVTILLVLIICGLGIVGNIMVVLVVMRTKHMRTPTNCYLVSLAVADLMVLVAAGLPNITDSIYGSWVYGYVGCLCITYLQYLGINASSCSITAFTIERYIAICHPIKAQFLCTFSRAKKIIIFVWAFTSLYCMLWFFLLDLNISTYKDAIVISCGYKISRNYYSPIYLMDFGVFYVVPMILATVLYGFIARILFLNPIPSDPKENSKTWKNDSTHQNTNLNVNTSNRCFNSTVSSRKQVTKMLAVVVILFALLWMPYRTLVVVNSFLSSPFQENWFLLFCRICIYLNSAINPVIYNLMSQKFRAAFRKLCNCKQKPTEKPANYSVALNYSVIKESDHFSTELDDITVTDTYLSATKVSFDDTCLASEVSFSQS
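TRHR-expressing cells loaded with fluo-8 calcium dye were read kinetically (ex 480/em 530) during compound addition, then stimulated with an EC20 of TRH (10 nM final). Enhancement of the Gq-mediated intracellular calcium response was scored.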
* hit, by the source's call; nt = no result given; & = joins results of further samples. Some of the compounds tested; count on the stated rates, not on these rows.

Second line of a record: RXFP1 ag	D2 ag	D1 antag	D1 agonist	TRHR PAM	D2 antagonist	RXFP1 antagonist	D1 PAM	D2 potentiator
CNC(=O)c1ccc(N(Cc2ccccc2)S(C)(=O)=O)cc1
    -1.2%	-0.2	18	3	-2	-21	-3	-4	-8
CCOC(=O)c1[nH]c(C)c(C(=O)NC)c1C
    8.0%	-2.6	-5	2	10	0	6	1	3
CCCCNc1ccc2nsnc2c1[N+](=O)[O-]
    4.8%	0.0	-10	1	19	13	nt	2	5
Cc1c(C)c(C)c(S(=O)(=O)NCCc2ccncc2)c(C)c1C
    -0.2%	-1.4	-1	3	0	2	4	0	11
COc1cccc(-c2nc(N3CCN(C)CC3)c3ccccc3n2)c1O
    0.3%	-4.1	0	1	-2	-17	-6	-3	-7
COC(=O)c1sc(S(=O)(=O)Oc2ccccc2NC(C)=O)c(C(=O)OC)c1C
    3.9%	0.6	19	1	1	-1	-2	-3	-5
CCCCNc1nnc(CCn2nc(C)c(Br)c2C)s1
    0.5%	-0.6	10	2	0	-2	16	-1	2
CCOC(=O)c1[nH]c2ccc(F)cc2c1NC(=O)Nc1ccccc1OC
    -0.6%	1.4	-5	2	-8	-8	-24	2	0
CN(c1ncnc(N)c1[N+](=O)[O-])C1CCCCC1
    0.8%	-0.1	0	-1	27	21	1	-7	5
COc1ccc(C(=O)Nc2ccc(S(=O)(=O)N3CCCC3)cc2)cc1[N+](=O)[O-]
    -1.5%	0.9	-22	4	-3	-2	0	-8	-7
CCn1c(COc2ccccc2C(N)=O)nc2ccccc21
    0.1%	0.4	0	2	9	-14	-6	-1	8
CC(Oc1ccccc1)C(=O)OCc1cc(=O)n2nc(C(C)C)sc2n1 (configuration not stated)
    -1.3%	nt	-7	7	4	nt	nt	-3	-3
CCOc1ccc(-n2nc3cc(C)c(NC(=O)c4cc(OCC)c(OCC)c(OCC)c4)cc3n2)cc1
    4.6%	2.0	-17	7	-5	nt	-4	5	-11
Cc1ccc2nc3c(cc(C(=O)NCCCn4ccnc4)n3C)c(=O)n2c1
    18%	1.6	4	4	-1	0	11	2	13
CC(=O)NC(CC(=O)OCC(=O)c1c(N)n(CC(C)C)c(=O)n(C)c1=O)c1ccccc1 (configuration not stated)
    -0.2%	-1.9	3	0	4	-2	-18	-1	2
COc1ccc(CCN2CC(C(=O)NCc3ccc(F)cc3)CC2=O)cc1OC (configuration not stated)
    1.8%	-0.6	1	0	12	7	-19	0	8
O=C(COC(=O)CN1C(=O)C2CCCCC2C1=O)Nc1cc(F)ccc1F (configuration not stated)
    -0.3%	-0.6	1	10	9	-8	-25	-6	5
COc1cc(OC)cc(C(=O)N/N=C\c2ccoc2)c1
    -0.3%	0.0	-9	-1	1	-9	10	8	-9
COc1ccc(OC)c(CN(CCN2CCOCC2)C(=O)Nc2ccccc2)c1
    -0.2%	-0.7	7	1	0	-2	0	3	4
COC(=O)c1cccc(Oc2cccc(C(F)(F)F)c2)n1
    -0.3%	nt	-3	1	-2	nt	8	10	nt
O=C(Nc1ccc(N2CCN(C(=O)c3ccccc3)CC2)cc1)c1cccs1
    -0.8%	0.2	-2	2	9	10	-18	0	-1
O=C(CN1CCCCC1)Nc1scc2c1c(=O)oc1ccccc12
    1.2%	1.0	-4	2	-1	1	-5	-2	-5
O=C(O)Cc1cn(Cc2cccc(Cl)c2)c2ccccc12
    2.7%	2.3	1	4	-2	3	3	-2	-5
C=CCn1c(=O)c(CCC(=O)Nc2ccc(N3CCOCC3)cc2)nc2cc(C(F)(F)F)ccc21
    -1.5%	0.1	0	3	4	16	-68*	-8	9
CCc1sc(C(=O)Nc2nccs2)cc1C
    0.0%	1.3	0	1	7	-16	-9	-8	-8
Cc1ccc(C(=O)NNc2ncnc3ccccc23)cc1
    0.0%	-1.8	2	5	8	-7	-10	-2	16
CC(C)(C)OC(=O)NCCCC[C@H](NC(=O)c1nc[nH]c1C(=O)NCc1ccc(CNC(=O)OC(C)(C)C)cc1)C(=O)OC(C)(C)C
    6.0%	0.5	12	3	6	-32	nt	-3	-11
COCCNC(=O)/C(C#N)=C/c1c(N2CCN(c3ccc(OC)cc3)CC2)nc2c(C)cccn2c1=O
    17%	1.3	3	0	-2	-19	0	-4	7
Cc1ccccc1OCCC(=O)OCC(=O)Nc1c(C)nn(-c2ccccc2)c1C
    -0.9%	0.3	-12	4	-10	-24	8	1	9
COc1cc(OC)c2c(C)c(CC(=O)NCc3ccccc3OC)c(=O)oc2c1
    6.6%	-0.6	0	2	2	nt	-8	0	0

Continued (two carried over from the part before).
Second line of a record: RXFP1 ag	D2 ag	D1 antag	D1 agonist	TRHR PAM	D2 antagonist	RXFP1 antagonist	D1 PAM	D2 potentiator
Cc1ccccc1OCCC(=O)OCC(=O)Nc1c(C)nn(-c2ccccc2)c1C
    -0.9%	0.3	-12	4	-10	-24	8	1	9
COc1cc(OC)c2c(C)c(CC(=O)NCc3ccccc3OC)c(=O)oc2c1
    6.6%	-0.6	0	2	2	nt	-8	0	0
Cc1c(NC(=O)C(C)OC(=O)[C@@H](NC(=O)c2ccccc2)C(C)C)c(=O)n(-c2ccccc2)n1C (some centres not stated)
    0.0%	-0.3	-15	1	-11	-4	6	1	-2
COc1ccc(CNC(=O)CCS(=O)(=O)c2ccc3c(c2)oc(=O)n3C)cc1
    -0.7%&0.5%	1.4&0.9	7&-9	0&0	-3&-10	3	8&1	-4&3	-11
Cc1ccc2nc(N3CCC(C(=O)N4CCN(c5cccc(Cl)c5)CC4)CC3)[nH]c2c1
    2.2%	-0.1	-11	43*	-1	nt	-36	-2	4
O=C(CNC(=O)c1ccc(N2C(=O)c3ccccc3C2=O)cc1)OCC(=O)c1ccc(Cl)cc1
    0.3%	0.7	-9	2	-2	9	-2	0	2
Cc1ccc(NC(=O)CCn2nc(C)cc2C)cc1
    1.5%	-0.1	-9	1	0	11	3	-4	-16
COc1cccc(-c2ncc3ccccc3c2CO)c1
    4.2%	-0.2	nt	1	-1	0	nt	-3	-9
CS(=O)(=O)c1ccc(NC(=O)CCCc2nc3ccccc3c(=O)[nH]2)cc1
    1.2%	0.0	1	1	3	17	-4	-1	-4
COC(=O)c1c(C(C)=O)cnc2ccc(Br)cc12
    4.3%	0.3	6	0	-1	-1	13	6	12
COc1ccc(C2=C(C)C(=NCCCN3CCN(c4cc(Cl)ccc4C)CC3)NS2(=O)=O)cc1
    -0.2%	-1.1	7	4	1	nt	-25	0	6
Clc1cccc(N2CCN(Cc3ccc(Br)o3)CC2)c1
    2.8%	8.4	-2	1	1	5	-3	-8	-13
Cn1nnnc1SCC(=O)N1CCCc2ccccc21
    0.2%	-0.5	7	0	-2	41*	-16	-5	-5
CN(Cc1ccccc1)S(=O)(=O)c1ccc2c(c1)n(C)c(=O)n2C
    1.1%	-0.4	4	8	3	-22	4	6	-3
CC(=O)Nc1ccc(C(=O)COC(=O)c2cccs2)c(F)c1
    -0.8%	0.3	-5	6	1	35*	0	-6	1
COCCNC(=O)Cc1c(C)c2c(cc(C)c3c(C)coc32)oc1=O
    6.1%	-0.7	38	1	2	-13	-5	-16	2
CCOC(=O)c1c(C)oc2nc(C)nc(NCCc3ccc(C)cc3)c12
    -4.2%	-0.7	-5	0	21	nt	3	3	-3
CC(C)N(Cc1nc(-c2ccc(Cl)cc2)no1)C(=O)C12CC3CC(CC(C3)C1)C2
    0.0%	0.5	-3	4	-10	-17	-2	2	5
O=C(Nc1cccc(Cl)c1)Nc1cc(S(=O)(=O)N2CCCCC2)ccc1Cl
    0.1%	-0.4	-23	9	-4	11	-16	-7	-8
Cc1ccc(N(CC(=O)N2CCCCCC2)S(C)(=O)=O)cc1Cl
    -0.8%	0.9	-26	-1	-3	-4	1	-22	9
COc1ccc(CN2CCC(C(=O)c3ccc(F)cc3)CC2)cc1
    0.0%	0.6	-46*	3	-10	78*	-2	-19	-31
Cc1cc(C(=O)COC(=O)c2ccc(O)cc2)c(C)n1-c1ccccc1F
    2.4%	-0.2	-30*	6	-9	7	-83*	-2	-5
Cc1cc(C(=O)N2CCN(c3ccc(C(F)(F)F)cn3)CC2)c(C)o1
    0.6%	-1.8	-21	8	-1	4	-8	-4	-1
Cc1ccc2c(c1)C1CN(C)CCC1N2C(=O)c1ccccc1NS(=O)(=O)c1cccc(C(F)(F)F)c1 (configuration not stated)
    0.0%	0.8	-25	4	0	7	6	-9	-3
O=c1cc(CCl)[nH]c2nc3ccccc3n12
    6.4%	-0.7	-6	2	3	9	0	3	4
N/C(=N\OC(=O)c1ccc2ccccc2c1)c1cccc([N+](=O)[O-])c1
    -0.2%	0.1	5	1	3	-5	-11	-4	9
O=C(CC1CCCCC1)Nc1ccc(-c2ccc3nncn3n2)cc1
    5.1%	0.1	-6	1	-11	11	-17	-4	43*
Cc1cccc(-n2nnc(-c3nc(-c4cccs4)no3)c2N)c1
    4.7%	nt	2	7	-3	nt	-3	-4	-3
Cn1c(-c2cccc(OCc3ccccc3)c2)nc2c1c(=O)[nH]c(=O)n2Cc1ccccc1
    0.0%	-1.8	2	-3	2	-18	-2	6	2
O=C(COC(=O)CN1C(=O)c2ccccc2C1=O)Nc1ccccc1[N+](=O)[O-]
    0.1%	0.6	-4	4	-3	-15	10	-3	3
CCCN1CCN(CC(=O)Nc2nnc(CC)s2)CC1
    -1.4%	0.4	-15	3	-5	12	10	-3	-7
CCCCc1nc2cc(C(=O)N(C)C(C)c3ccccn3)ccc2o1 (configuration not stated)
    2.1%	0.3	3	0	13	-5	-7	1	-3
CCCCCC1CC(CC#CCN2CCOCC2)C(=O)O1 (configuration not stated)
    2.3%	0.0	17	-2	-2	1	-19	-2	-14
O=c1c2cc(NC(=S)NC3CCN(Cc4ccccc4)CC3)ccc2nc2n1CCCCC2
    0.0%	0.4	-9	1	-4	24	6	-1	-14
O=C(NC1=NCCS1)C12CC3CC(C1)CC(C(=O)NC1=NCCS1)(C3)C2
    0.7%	nt	-4	4	14	nt	6	-6	nt
